# Bioassay records from PubChem BioAssay.
# INS promoter inh: TRM-6 insulin promoter activity inhibition. AID 1273. 130,000 compounds, 0.9% hits. TRM-6 cells (human fetal islet line), insulin promoter-eGFP reporter, imaging; reporter expression induced with tamoxifen. inhibition, % at 2 µM;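 active means inhibition above the mean plus 3 SD, with well images judged a real hit on visual review, cut at about 60% in these data, passing the limit was not always enough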
# sdo1 growth: restores growth of sdo1-depleted yeast | S. cerevisiae sdo1-depleted JHY4D growth rescue, OD600 30 h; stronger effect = higher value; pdr5 snq2 efflux-pump mutant strain | z-score at 10 µM | 140,000 compounds, 0.21% hits;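 active means z-score above 3 at both the 24 hr and the 30 hr optical density reads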;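 further: z-score against mean and SD of all compound wells on the same plate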
# sdo1 growth Rescue 24 h: also measured in sdo1 growth; calls as there; z-score; S. cerevisiae sdo1-depleted JHY4D growth rescue, OD600; measured here: growth rescue at 24 h;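 0 is the plate mean of compound wells and units are plate SD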
# Starred values were filed as active, the others as inactive; i = inactive; . = not tested or not shown. A portion of the library; rates above refer to the full screens.
sdo1 growth	INS promoter inh	sdo1 growth Rescue 24 h	structure
-0.32	.	1.2	O=C(O)CCc1ccc(-c2cccs2)o1
1.4	-18	1.7	CNS(=O)(=O)c1cc(NC(C)=O)c(C)cc1C
0.08	0	0.19	CCCOc1ccc(C(=O)CCC(=O)OCC(=O)N2CC(=O)Nc3ccccc32)cc1
0.63	-16	0.97	Cc1nnc(SCC(=O)Nc2ccc(S(=O)(=O)N3CCCCC3)cc2)s1
1.2	.	1.9	CC(NC(=O)c1cccnc1)C(=O)N1CCCCC1 (stereo not given)
-1.3	23	-0.83	CCn1c(O)c(C=Nc2ccccc2)n(-c2ccccc2)c1=S
0.86	-12	0.83	CCOC(=O)COc1ccc(CCNC(C)=O)cc1
0.82	-37	0.53	Cc1cc(C)n(CC(O)Cn2cnc3c2c(=O)n(C)c(=O)n3C)n1 (stereo not given)
0.6	.	-0.16	CCN(CC)CCN1C(=O)C(=O)/C(=C(/O)c2ccc(F)cc2)C1c1cccnc1 (stereo not given)
0.16	-329	0.48	COC(=O)c1sccc1-n1cccc1C(=O)C(=O)N1CC(C)OC(C)C1 (stereo not given)

# Carrying on.
sdo1 growth	INS promoter inh	sdo1 growth Rescue 24 h	structure
0.29	14	-0.17	C=CCNC(=O)c1onc(CSc2ccccc2)c1C(=O)O
.	57	.	O=C1NC2(CCCCC2)C(=O)N1/N=C/c1ccccc1Br
-0.74	-38	-0.23	c1ccc(Cn2c(-c3cncs3)nc3ccccc32)cc1
0.49	-262	0.35	CCOc1ccc(-n2nnnc2SCC(=O)N2CCOCC2)cc1
-0.4	-21	-1.1	CS(=O)(=O)N(Cc1ccc(C(=O)NC2CCCCC2O)cc1)c1ccccc1 (stereo not given)
-0.72	.	-1.4	COCCCNC(=S)N1CCN(C(=O)c2ccco2)CC1
-0.84	-31	-0.66	CCCN(CCC)C(=O)CC(c1ccccc1)c1ccc(C)cc1O (stereo not given)
0.09	-17	-0.33	O=C(Cc1c(O)c2ccccc2[nH]c1=O)NCc1cccc(F)c1
-0.66	-12	-1.5	CCNC(=S)Nc1ccc(C)c(Cl)c1
0.2	.	0.2	CC(=O)OCCN(CCOC(C)=O)c1c(C)[nH]c(=O)[nH]c1=O

# Some of these compounds in order of the sdo1 growth Rescue 24 h value, largest number first.
sdo1 growth	INS promoter inh	sdo1 growth Rescue 24 h	structure
1.2	.	1.9	CC(NC(=O)c1cccnc1)C(=O)N1CCCCC1 (stereo not given)
0.86	-12	0.83	CCOC(=O)COc1ccc(CCNC(C)=O)cc1
0.16	-329	0.48	COC(=O)c1sccc1-n1cccc1C(=O)C(=O)N1CC(C)OC(C)C1 (stereo not given)
0.49	-262	0.35	CCOc1ccc(-n2nnnc2SCC(=O)N2CCOCC2)cc1
0.2	.	0.2	CC(=O)OCCN(CCOC(C)=O)c1c(C)[nH]c(=O)[nH]c1=O

# The list continues:
sdo1 growth	INS promoter inh	sdo1 growth Rescue 24 h	structure
-1.1	.	0.47	CCOC(=O)c1cnn(-c2nc(-c3ccccc3)nc3c2COC(C)(C)C3)c1N
0.29	.	0.3	CCOC(=O)N1CCC(NC(=O)c2cc(C(=O)Nc3ccc(OCC)cc3)ccc2CO)CC1
-0.24	-18	-1.1	COC(=O)CSc1nnc(-c2ccc(S(=O)(=O)NCc3ccccc3Cl)cc2)o1
1.6	-2	1.7	COc1ccc2c(c1)c(C(=O)N/N=C/c1ccc(OC)c(OC)c1)c(C)n2C
1.9	.	2.1	COCC(=O)NCc1nc2ccccc2[nH]1
0.05	i	-0.62	O=C(Cc1c(F)cccc1Cl)N1CCCC1
0.85	18	0.31	CN1C[N+]([O-])=C(c2ccccc2)C1(C)C
-0.89	-111	-1.1	Cc1ccc(S(=O)(=O)N2CCCC2C(=O)NCCc2nc3ccccc3[nH]2)cc1 (stereo not given)
-0.22	.	0.78	Cc1ccc2oc(-c3cccc(NC(=S)NC(=O)c4cccs4)c3)nc2c1
-1.6	-9	-1.3	Cc1cc(NC(=O)c2c(F)cccc2F)n(-c2nc3ccccc3[nH]2)n1

# More records.
sdo1 growth	INS promoter inh	sdo1 growth Rescue 24 h	structure
-0.15	.	-0.1	COc1ccc(-n2ncc3c(NCc4ccco4)ncnc32)cc1
0.11	-55	0.04	N#CCSc1nc2ccc(N3CCCCC3)cc2c(=O)n1Cc1ccccc1
-0.74	3	0.14	O=C(N/N=C/c1cccc(O)c1)c1ccc(COc2ccccc2Br)cc1
.	-70	.	COc1ccc(OCCSc2nc(C)nc3ccccc23)cc1
0.07	.	-0.01	Cc1ccc(C2CC(c3ccc(Cl)cc3)=NNC2=O)cc1 (stereo not given)
0.27	.	0.19	Cc1ccc(SCc2[nH]nc3c2C2(C(=O)N(C)c4ccccc42)C(C#N)=C(N)O3)cc1 (stereo not given)
-0.16	-42	-0.56	Cc1cc(Br)ccc1OCC(=O)NNC(=O)Cc1ccccc1
-0.04	18	0.2	COc1ccc(NC(=O)C23CC4CC(C2)CC(n2cnc(Br)n2)(C4)C3)c(OC)c1
-3	0	-2.4	Oc1c(CN2CCN(c3ccc(F)cc3)CC2)cc(Cl)c2cccnc12
0.42	.	0.25	CN(C)C(=O)c1ccc(NC(=O)c2cncc(Br)c2)cc1

# (list continues)
sdo1 growth	INS promoter inh	sdo1 growth Rescue 24 h	structure
-0.69	-61	-0.34	COC(=O)c1ccc(/C=N/OCC(=O)NC2CCCCCCC2)cc1
0.2	.	0.03	O=C(C(Sc1ccccc1)c1ccc(Br)cc1)N1CCOCC1 (stereo not given)
.	14	.	Cc1ccc(NC(=S)NC2CCCCC2)cc1S(=O)(=O)N(C)C
0.65	43	0.83	CCn1c(C)cc(=S)c2ccccc21
0.04	-14	-0.29	CC[C@H](C)[C@@H]1NC(=O)c2cc([N+](=O)[O-])cc(I)c2SC[C@@H](C(N)=O)NC(=O)[C@H](CCCCN)NC1=O
-1.7	-57	-1.3	C=CCn1c(SCCCc2ccccc2)nc2c1c(=O)[nH]c(=O)n2C
0.17	30	-0.03	NC(=O)Cn1nnc(-c2ccccc2NC(=O)c2cnccn2)n1
-0.73	-47	-1.1	O=C(NC(c1ccccc1)c1c(O)ccc2ccccc12)c1ccccc1Cl (stereo not given)
.	7	.	O=C(CCN1C(=O)c2ccc([N+](=O)[O-])cc2C1=O)Nc1ccc(O)cc1C(=O)O
1.3	-24	0.71	Cn1c(=O)[nH]c(=O)c2c1nc1n2CCCN1CCc1ccccc1

# As a short view, part of the list above.
sdo1 growth	INS promoter inh	sdo1 growth Rescue 24 h	structure
-1.7	-57	-1.3	C=CCn1c(SCCCc2ccccc2)nc2c1c(=O)[nH]c(=O)n2C
0.17	30	-0.03	NC(=O)Cn1nnc(-c2ccccc2NC(=O)c2cnccn2)n1
-0.73	-47	-1.1	O=C(NC(c1ccccc1)c1c(O)ccc2ccccc12)c1ccccc1Cl (stereo not given)
.	7	.	O=C(CCN1C(=O)c2ccc([N+](=O)[O-])cc2C1=O)Nc1ccc(O)cc1C(=O)O
1.3	-24	0.71	Cn1c(=O)[nH]c(=O)c2c1nc1n2CCCN1CCc1ccccc1

# (listing goes on)
sdo1 growth	INS promoter inh	sdo1 growth Rescue 24 h	structure
0.52	.	0.51	COC(=O)c1cnn2c(C(F)(F)F)cc(-c3ccc(F)cc3)nc12
.	7	.	CCOC(=O)C1(CCc2ccccc2)CCN(Cc2c(O)cccc2OC)CC1
2.2	-37	1.9	CCN(CCNC(=O)c1ccc(CSc2nc3ccncc3[nH]2)cc1)c1ccccc1
-0.64	-200	0.03	CCOC(=O)c1c(O)c2c(n(Cc3ccco3)c1=O)CCCC2
-1.1	3	-1.1	O=[N+]([O-])c1ccc(-c2ccn[nH]2)o1
1.1	69	0.69	CCOc1ccc(OCC)c(S(=O)(=O)NCc2ccccn2)c1
-0.86	-13	-0.97	COc1cccc(CNC(=O)C2CCN(S(=O)(=O)c3cccs3)CC2)c1
0.37	14	0.56	O=C(O)c1cc(NCc2ccccc2C(F)(F)F)ccc1N1CCOCC1
1.4	21	3.5	CCOC(=O)c1ccc(NC2=CC(=O)C(=O)c3ccccc32)cc1
.	41	.	C/C(=N\NC(=S)NCc1ccccc1)c1ccc(C)o1

# (further entries)
sdo1 growth	INS promoter inh	sdo1 growth Rescue 24 h	structure
0.5	43	0.04	COc1ccc(-n2nnc3c(=O)n(CC(=O)N4CCCC4)cnc32)cc1
.	10	.	CC(C)Cn1c(N)c(C=O)c(=O)n(C)c1=O
1.1	.	0.88	CC(C)/C=N/NC(=O)c1cccc(N2CCCC2=O)c1
0.53	.	0.76	O=C(Nc1nccs1)c1ccc(Cl)c(S(=O)(=O)N2CCOCC2)c1
-1.7	-52	-0.64	CC1(C)Cc2c(sc3nc(-c4cc5ccccc5o4)n(N)c(=O)c23)CO1
-1.3	.	-0.53	COc1ccc(-c2nc(NC(=O)C3CCN(c4nc5ccccc5o4)CC3)sc2C)cc1
1.7	-8	1	COc1ccccc1N(Cc1ccccc1)S(=O)(=O)c1cccc(C(=O)O)c1
-0.04	-38	0.95	CC(C)(CCl)C(=O)Nc1ccc(Sc2ccc(F)cc2)cc1
0.12	9	-0.21	COc1cccc(CN=CC2=C(O)CC(C)(C)CC2=O)c1OC
0.18	41	-0.35	Cc1[nH]n2c(=O)cc(Cc3ccccc3)nc2c1C#N

# Going on with the list:
sdo1 growth	INS promoter inh	sdo1 growth Rescue 24 h	structure
0.29	46	-0.41	O=C(NNC(=O)c1ccccc1O)c1ccc(Cl)cc1
0.47	.	0.59	CCOC(=O)N1CCC(N2Cc3cccc(C(=O)NCc4ccccc4OC)c3C2=O)CC1
-1.1	-46	-0.82	O=C1NC(=S)SC1=C1CCCC1
-1.1	-9	-0.79	Cc1cc(C)cc(OC2CCCCC2NS(=O)(=O)c2ccccc2)c1 (stereo not given)
0.14	.	-0.12	O=C(c1cccc(F)c1)N1CCN(S(=O)(=O)c2ccc(C(F)(F)F)cc2)CC1
-1.7	-13	-0.36	COc1cccc(NC(=O)c2nn(C34CC5CC(CC(C5)C3)C4)cc2[N+](=O)[O-])c1
0.06	81*	1.9	COc1ccc(Cl)cc1-c1nc(-c2ccncc2)no1
1.4	.	1.1	Cc1cc(=O)n(-c2ccc(O)cc2)[nH]1
0.03	37	-0.41	Cc1ccccc1N=CC=C1OC(C)(C)C(C)(C)O1
-1.4	.	-1.5	Cc1ccc(-c2cc(-c3ccccc3)nc(Cl)n2)cc1

# More structures follow.
sdo1 growth	INS promoter inh	sdo1 growth Rescue 24 h	structure
-0.57	8	-0.88	CN(Cc1cn(C)c2ccccc12)C(=S)Nc1cc(F)cc(F)c1
0.54	62	-0.45	COC(=O)c1cccc(N(C(=O)c2cnccn2)C(C(=O)NC2CCCCC2)c2cn(C)nc2C)c1 (stereo not given)
-0.09	-18	-0.74	CCc1nnc(NC(=O)CCC(=O)N2CCN(Cc3ccc(Cl)cc3)CC2)s1
1.1	.	0.32	Cc1cc(NC(=O)c2noc3c2CCCCC3)no1
-0.43	.	-0.16	CCOC(=O)C(NS(=O)(=O)c1ccc(Br)cc1)C(C)C (stereo not given)
-0.03	42	-0.12	NC(=O)c1cccn1Cc1cccc(Cl)c1
-0.31	10	-0.1	CC(=O)N1N=C(c2ccccc2)CC1c1cn(Cc2ccccc2)c2ccccc12 (stereo not given)
-0.55	51	-1.6	CCc1nnc(NC(=O)c2ccc(S(=O)(=O)NCC(C)C)cc2)s1
0.41	62	0.51	COc1ccc(OC)c(C2CC(=O)C(C)C(c3cc(OC)ccc3OC)N2)c1 (stereo not given)
-0.51	35	-1.1	CNc1nc(OCC(F)(F)F)nc(N2CCOCC2)n1

# Further results follow:
sdo1 growth	INS promoter inh	sdo1 growth Rescue 24 h	structure
0.42	.	-0.34	Cc1ccc(-n2c(SCc3cc(=O)n4ccsc4n3)nnc2-c2cccnc2)c(C)c1
-2.3	27	-1.4	Cc1cc(C)cc(N=c2c([N+](=O)[O-])nn(-c3cccc(Cl)c3)n2O)c1
-0.1	-23	-0.23	O=C(NCCN1CCOCC1)N1c2ccccc2Sc2ccccc21
0.33	.	-0.32	O=C(NCC(c1cccs1)N1CCOCC1)c1ccc(Cl)c([N+](=O)[O-])c1 (stereo not given)
-1.3	62	-1.3	CCOC(=O)CNc1c(-c2ccc(OC)cc2)nc2ccc(Cl)cn12
0.5	-471	0.75	CC1=C(C(=O)OC(C)C)C2(O)C(=O)c3ccccc3C2(O)N1 (stereo not given)
-0.71	26	-1.1	CC(C)(C)C1CCc2c(sc(N)c2C(N)=O)C1 (stereo not given)
-0.26	-35	-0.13	O=C(CC(c1ccccc1)C1CCCCC1=O)c1ccco1 (stereo not given)
.	9	.	CCCCC(CC)CNC(=O)Cn1c(=S)[nH]c2ncccc2c1=O (stereo not given)
-0.68	.	-0.99	Cc1nnc(SCc2ccc(Cl)cc2Cl)[nH]c1=O

# Remaining list, next part
sdo1 growth	INS promoter inh	sdo1 growth Rescue 24 h	structure
-0.89	58	-0.66	O=C(N1CCCCC1)C12CC3CC(CC(C3)C1)C2
0.94	-18	0.01	O=c1cc(CO)oc(C(Nc2ccccn2)c2ccc(C(F)(F)F)cc2)c1O (stereo not given)
.	36	.	CCOC(=O)C1CCN(Cc2cc(=O)n3c(-c4ccccc4)csc3n2)CC1
-0.32	-32	0.13	O=c1c2ccccc2nc(-c2ccccc2)n1Cc1ccccc1
0.75	67	1.2	CCC(=O)NC(c1ccccc1OC)c1ccc2cccnc2c1O (stereo not given)
.	36	.	CCC(=O)Nc1ccc(-c2ccc(NC(=O)CC)c(OC)c2)cc1OC
0.77	41	0.1	CCn1cc(Br)c(C(=O)Nc2ccc(OC)cc2)n1
.	10	.	COc1cccc(C(c2nnnn2CC2CCCO2)N2CCN(C(=O)c3ccco3)CC2)c1OC (stereo not given)
-0.12	24	1.3	Cn1nnnc1SCC(=O)Nc1ccc(Oc2ccc(Cl)cc2)cc1
-0.54	-22	-0.64	OCCN(Cc1ccccc1)Cc1ccc(C(F)(F)F)cc1
